Screening data from PubChem.
hcDAF-12 act = H. contortus DAF-12 nuclear receptor activators, primary screen, cell-based, luminescence, HEK293, lit1-tk-luc reporter. HEK293 hcDAF-12 lit1-tk-luc reporter; 0% DMSO, 100% Δ7-dafachronic acid. hit rate 1.4% among 370,000. activation, % at 6.8 µM;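 active = activation above the mean of all tested compounds plus 3 SD, cut at about 5.5% in these data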;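 also: 100% = response to 3 µM Δ7-dafachronic acid high control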
DAX1 inh-1 = DAX1 (NR0B1) inhibitors on StAR promoter, primary screen, cell-based, luminescence, SF-1 (NR5A1), full-length DAX-1 | AID 652010, 2013 | hit rate 1.1% among 370,000 | HEK293T StAR-luciferase reporter, SF-1/DAX-1 repression relief | inhibition, % at 6.8 µM;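 active = inhibition above the mean over all tested compounds plus 3 SD, cut at about 3.6% in these data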;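 also: 0% = DAX-1 cells with DMSO and 100% = cells lacking DAX-1 with DMSO; higher inhibition means more luminescence from relief of DAX-1 repression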
NPR1 activator = GC-A stimulated cGMP production enhancers – HEK293 GC-A cells, cGMP TR-FRET, EC30 ANP, primary screen; Atrial natriuretic peptide receptor 1 (Homo sapiens), P16066; 0% at EC30 ANP, 100% saturating ANP; activation, % at 10 µM; hit rate 0.14% among 370,000; AID 1671463, 2021; in the data active = activation above about 40%
DAX1 inh-2 = DAX1 (NR0B1) inhibitors, primary screen, cell-based, HEK293, Gal4-DAX1, luciferase luminescence; Nuclear receptor subfamily 0 group B member 1 (Homo sapiens), P51843; HEK293 Gal4-DAX1 luciferase reporter; inhibition, % at 6.75 µM; hit rate 0.99% among 340,000; AID 504766, 2011;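 active = inhibition above the mean over all tested compounds plus 3 SD, cut at about 4.2% in these data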;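 also: 0% = DAX1-transfected cells with DMSO and 100% = empty-vector control cells with DMSO; inhibition shows as a rise in luminescence from relieved DAX1 repression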
Target sequence (P51843 207-470 limits assumed): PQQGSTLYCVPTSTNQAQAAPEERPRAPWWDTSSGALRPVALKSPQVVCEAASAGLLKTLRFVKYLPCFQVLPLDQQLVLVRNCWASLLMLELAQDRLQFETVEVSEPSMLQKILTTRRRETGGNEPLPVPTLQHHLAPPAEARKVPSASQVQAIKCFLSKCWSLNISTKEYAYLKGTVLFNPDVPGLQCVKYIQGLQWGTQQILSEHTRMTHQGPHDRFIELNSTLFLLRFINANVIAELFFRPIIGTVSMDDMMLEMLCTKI
hgDAF12 agonist = H. glycines DAF-12 receptor agonists, primary screen, cell-based, luminescence, HEK293, GAL4 fusion, UAS-luciferase; Nuclear hormone receptor DAF-12 (Heterodera glycines), GAL4 fusion; HEK293 GAL4-hgDAF12 UAS-luciferase reporter, agonist luminescence; normalized to butyrate control; activation, % at 6.8 µM; hit rate 1.8% among 370,000; AID 687014, 2013;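 active = activation above a cutoff set at the mean of all screened compounds plus 3 SD, cut at about 10% in these data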;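 also: 0% = DMSO wells and 100% = sodium butyrate wells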
GAA850 FXN act = FXN promoter activators, primary screen, cell-based, luciferase luminescence, HEK293 lucGAA850; HEK293 lucGAA850 FXN promoter luciferase reporter, 24 h; percent of 10 µM SAHA response; activation, % at 6 µM; hit rate 0.56% among 360,000; AID 540364, 2011;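 active = activation above the average of all compounds screened plus 3 SD, cutoff fixed separately per campaign, cut at about 7.5% in these data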;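 also: 0% = DMSO wells and 100% = 10 µM SAHA wells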
KLK7 zymogen act = proKLK7 zymogen activators, primary screen, biochemical, fluorescence intensity; activation, % at 7 µM; hit rate 0.9% among 370,000; purified proKLK7, EDANS-DABCYL substrate fluorescence; 100% is mature enzyme control, 0% vehicle; Kallikrein-7 (Homo sapiens), P49862;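 active = activation above the mean of all tested compounds plus 3 SD, computed per campaign excluding outliers beyond control limits, cut at about 13% in these data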
Target sequence (P49862 whole entry, looked up): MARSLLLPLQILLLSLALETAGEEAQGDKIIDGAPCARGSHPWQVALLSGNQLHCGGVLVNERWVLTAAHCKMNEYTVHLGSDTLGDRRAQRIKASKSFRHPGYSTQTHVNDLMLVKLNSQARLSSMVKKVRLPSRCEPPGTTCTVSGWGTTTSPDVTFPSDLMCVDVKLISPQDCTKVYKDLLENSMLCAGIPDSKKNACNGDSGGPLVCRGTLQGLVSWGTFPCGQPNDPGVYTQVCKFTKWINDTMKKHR
SMARCA2 act = SMARCA2 (BRM) function activators, primary screen, cell-based, luminescence, high throughput | hit rate 1% among 370,000 | AID 652017, 2013 | MG213 cells, MMTV-luciferase reporter, dexamethasone, overnight | activation, % at 9.1 µM; in the data active = activation above about 7.8%;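 also: 0% = vehicle wells and 100% = reference activator wells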
NPR2 activator = human GC-B receptor activators, primary screen, HEK293 GC-B cells, cGMP TR-FRET, EC30 CNP; Atrial natriuretic peptide receptor 2 (Homo sapiens), P20594; activation, % at 10 µM; 0% at EC30 CNP, 100% saturating CNP; hit rate 0.11% among 370,000;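 active = activation at 10 µM reaching about 35% in either raw or pattern-adjusted values, limit read from the data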
ssDAF12 agonist = S. stercoralis DAF-12 nuclear receptor activators, primary screen, cell-based, luminescence, HEK293, GRIP1 co-expression, lit1-tk-luc; Nuclear hormone receptor DAF-12 (Strongyloides stercoralis); HEK293 ssDAF-12/GRIP1 lit1-tk-luc reporter; % of 3 µM dafachronic acid response; activation, % at 6.8 µM; hit rate 1% among 370,000; AID 652126, 2013;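 active = activation above the mean over all tested compounds plus 3 SD, cut at about 0.9% in these data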;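 also: 0% = DMSO-only wells and 100% = 3 µM delta7-dafachronic acid wells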
sPLA2-III inh = human group III sPLA2 inhibitors, primary screen, biochemical, QFRET, BODIPY PC-A2 liposome substrate. Group 3 secretory phospholipase A2 (Homo sapiens), Q9NZ20. QFRET BODIPY PC-A2 liposome hydrolysis, fluorescence. inhibition, % at 12.2 µM. hit rate 0.56% among 370,000;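 active = inhibition above mean plus 3 SD of compounds lying within the high and low control bounds, cut at about 19% in these data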;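 also: 0% = median of test compound wells and 100% = no enzyme DMSO wells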
Target sequence (Q9NZ20 whole entry, looked up): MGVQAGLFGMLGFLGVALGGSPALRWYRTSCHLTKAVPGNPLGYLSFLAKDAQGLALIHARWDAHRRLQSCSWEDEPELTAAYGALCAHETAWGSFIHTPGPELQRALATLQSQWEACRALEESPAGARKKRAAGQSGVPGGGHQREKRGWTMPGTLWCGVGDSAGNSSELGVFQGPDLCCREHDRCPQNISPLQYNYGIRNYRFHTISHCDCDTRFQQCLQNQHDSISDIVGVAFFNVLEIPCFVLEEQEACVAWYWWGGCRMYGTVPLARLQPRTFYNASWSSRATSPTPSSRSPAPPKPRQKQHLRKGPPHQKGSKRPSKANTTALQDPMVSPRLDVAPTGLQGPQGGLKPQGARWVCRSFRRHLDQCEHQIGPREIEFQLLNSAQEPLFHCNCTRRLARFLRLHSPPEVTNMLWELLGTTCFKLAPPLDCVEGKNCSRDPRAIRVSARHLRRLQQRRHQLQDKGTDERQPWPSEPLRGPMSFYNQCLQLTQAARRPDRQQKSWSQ
* = called active by the depositor; . = no result given; & = joins results of further samples.

SMILES	hcDAF-12 act	DAX1 inh-1	NPR1 activator	DAX1 inh-2	hgDAF12 agonist	GAA850 FXN act	KLK7 zymogen act	SMARCA2 act	NPR2 activator	ssDAF12 agonist	sPLA2-III inh
COc1ccc(CCC(=O)N2CCCc3ccccc32)cc1	0.4	-0.6	-5	1.2	1.0	-0.3	-0.1	-4	-3	-1.5	-5
Cc1cccc(NC(=O)CSc2nnc(CNC(=O)c3ccc(S(=O)(=O)N(C)C)cc3)n2-c2cccc(C)c2)c1	-4.3	-0.2	3	-0.4	-0.9	-5.1	0.3	-4	3	-1.4	-34
CCc1cc(C(=O)NNC(=O)c2csc(N3CCOCC3)n2)sc1C	0.3	0.0	3	3.4	-1.9	-0.6	0.0	-2	-1	-1.2	3
CC(C)N(Cc1nc(-c2ccccc2)no1)C(=O)CSc1ccccc1	-2.9	0.2	-5	0.1	-1.6	3.2	0.3	-2	-1	-1.8	-14
O=C(N/N=C(\c1ccccc1)c1cccnc1)c1cc(O)ccc1O	-2.0	0.8	3	.	2.2	.	0.0	-3	5	-0.4	4
Cc1cc(C)n(-c2c(F)c(F)c(CO)c(F)c2F)n1	2.0	-0.4	1	-1.1	1.3	2.3	-0.2	2	5	-1.6	3
CC12CCC(C/C1=N/NC(=O)COc1ccccc1Cl)C2(C)C (configuration not stated)	-1.3	-0.4	4	-0.6	-0.6	1.7	0.0	-2	4	-0.4	7
CC(C)N(Cc1nc(-c2ccc3c(c2)OCO3)no1)Cc1nccn1C	0.3	0.6	0	0.6	0.0	1.0	-0.1	1	-1	-1.0	4
COc1ccccc1OCC(=O)NCC1CCCN(C(=O)c2cccc(C)c2)C1 (configuration not stated)	0.3	0.7	0	2.7	-0.4	0.8	-0.6	1	4	-1.6	-1
CCOc1c(O)ccc(C2NC(=O)N(C)C(C)=C2C(=O)OC)c1[N+](=O)[O-] (configuration not stated)	-0.6	-0.4	-9	3.7	-2.8	1.6	-0.6	2	2	-1.4	1
COc1ccccc1N1C(=O)C2C(C(=O)c3ccccc3)=NN(c3ccccc3)C2C1=O (configuration not stated)	0.9	-0.4	-2	-0.8	1.6	-0.9	-42	-5	-11	-0.4	-7
CS(=O)(=O)c1ccc(C(=O)OCC#CCSc2nnc(-c3cccc4ccccc34)o2)cc1	-3.2	.	-7	.	4.4	.	.	.	-1	-1.6	5
CCOC(=O)Nc1n[nH]c(NC(=O)OCC)c1[N+](=O)[O-]	-0.8	0.5	1	-0.5	0.6	1.7	0.2	-2	1	-1.6	-2
O=C(CSc1nccn1Cc1ccc(F)cc1)NC1CCCCC1	-0.9	-0.5	-1	-0.7	-4.3	-1.1	-0.2	-1	6	-0.7	-6
COC(=O)c1cnn(-c2cc(Oc3ccccc3)ncn2)c1N	-1.2	0.3	0	0.8	5.3	4.2	0.2	6	-1	-0.5	2
Cc1[nH]c2ccccc2c1C(=O)COC(=O)c1c(-c2c(F)cccc2Cl)noc1C	-2.7	-0.5	-29	-1.8	0.9	0.5	-0.2	-3	-19	-1.9	-34
C[C@H]1COc2cc(NCCCN3CCOCC3)ccc2S(=O)(=O)N1	2.4	0.4	2	.	-1.5	.	-0.5	0	4	-1.0	3
COc1cccc(-n2nc(-c3ccnn3-c3ccc(C)cc3)c(=O)n(C)c2=O)c1	-2.8	-0.6	0	-0.9	1.3	1.5	0.8	-1	3	-1.0	-10
O=C1NC[C@H](Cc2ccccc2)N(C[C@H]2CCCN2C[C@H](Cc2ccccc2)N2C[C@H](Cc3ccc(O)cc3)N(CCc3ccccc3)C(=O)C2=O)C1=O	-0.1	0.1	3	-0.8	3.8	0.0	0.4	-2	-1	-0.7	-21
COc1ccc(OCCC(=O)Nc2cc(C)on2)cc1	-1.5	0.6	1	0.1	0.5	-1.3	-0.2	0	-3	-1.0	-4
Cc1ccc(CCNS(=O)(=O)c2c(C)nc3sccn3c2=O)cc1	-0.4	1.0	4	0.3	3.0	-1.9	-0.4	-2	-6	-0.9	-1
CC(C)(C)OC(=O)N1CCC(N[C@@H](Cc2ccccc2)C(=O)NCC(c2ccccc2)c2ccccc2)(C(=O)NC2CCCCC2)CC1	-3.7	.	0	.	3.5	.	.	.	-2	-1.3	-1
CCC(C(=O)NCc1ccco1)N(C(=O)CNS(=O)(=O)c1ccccc1)c1ccc(F)cc1 (configuration not stated)	-0.9	0.4	-4	1.1	-2.9	-0.4	0.3	-3	-2	-0.8	-11
CC(=O)N(c1cc(C)ccc1C)c1ccccc1[N+](=O)[O-]	-1.8	0.3	1	-0.7	-4.0	-1.1	-0.5	-1	-3	-0.8	13
CCCOc1ccc(/C(O)=C2/C(=O)C(=O)N(CCN(C)C)C2c2ccncc2)cc1 (configuration not stated)	-2.1	1.0	0	0.6	2.0	0.2	-0.4	-2	2	-0.6	2
CC(C)[C@H](NC(=O)c1ccccc1)C(=O)OCC(=O)NCCC1=CCCCC1	1.4	-1.0	-3	-0.3	0.4	-0.3	-0.3	-4	3	-1.3	0
COc1ccc(C(=O)NCCNC(=O)c2ccc(C)nc2)cc1	1.2	-0.1	2	0.7	-1.4	0.2	-0.5	-2	0	-1.4	0
O=S(=O)(c1cccc(-c2cn3cccnc3n2)c1)N1CCCCCC1	-2.5	-0.6	2	0.4	-2.2	-3.0	5.2	-1	-4	-0.7	-8
COC(=O)c1ccc(CSc2nc3c(cnn3-c3ccc(C)c(C)c3)c(=O)[nH]2)o1	3.9	-0.5	19	0.6	1.1	2.4	0.2	-2	19	-0.6	-8
C=CCn1c(C)nnc1SCC(=O)Nc1ccc2c(c1)OCCO2	-1.0	-0.6	2	-1.2	-0.4	0.9	0.1	-2	0	-0.5	9

As entered above:
Under sPLA2-III inh, CC(C)[C@H](NC(=O)c1ccccc1)C(=O)OCC(=O)NCCC1=CCCCC1 shows 0
Under hgDAF12 agonist, CC(=O)N(c1cc(C)ccc1C)c1ccccc1[N+](=O)[O-] shows -4.0
Under NPR1 activator, C=CCn1c(C)nnc1SCC(=O)Nc1ccc2c(c1)OCCO2 shows 2
Under SMARCA2 act, Cc1ccc(CCNS(=O)(=O)c2c(C)nc3sccn3c2=O)cc1 shows -2
Under DAX1 inh-1, COc1cccc(-n2nc(-c3ccnn3-c3ccc(C)cc3)c(=O)n(C)c2=O)c1 shows -0.6
Under sPLA2-III inh, COC(=O)c1ccc(CSc2nc3c(cnn3-c3ccc(C)c(C)c3)c(=O)[nH]2)o1 shows -8

Next section
SMILES	hcDAF-12 act	DAX1 inh-1	NPR1 activator	DAX1 inh-2	hgDAF12 agonist	GAA850 FXN act	KLK7 zymogen act	SMARCA2 act	NPR2 activator	ssDAF12 agonist	sPLA2-III inh
Cc1ccc(C(=O)NS(=O)(=O)c2ccc(C)cc2)cc1	0.3	-0.2	3	-0.6	-3.6	-0.8	-1.0	-4	2	-1.0	1
COC(=O)c1[nH]c2c(c1C)C(=O)CC(c1cccc(OC)c1)C2 (configuration not stated)	-0.1	-1.0	0	-1.4	2.9	-1.4	0.4	-1	-1	-0.3	0
CCCCNC(=O)c1onc(CSc2ccccn2)c1C(=O)NCCCC	-0.2	-0.6	4	-0.4	1.1	2.3	0.2	-1	1	-1.6	-13
Cc1ccccc1Nc1nc(CSc2nnc(-c3ccoc3C)n2C)cs1	-0.5	0.9	-2	-0.2	2.9	0.5	0.4	0	-3	-1.4	-5
CCOC(=O)N1CCC(NC(=O)c2cc(COc3c(C)cccc3C)on2)CC1	-2.4	-0.6	2	-0.7	-2.8	-1.2	0.6	-3	3	-1.4	-3
CCN1CCN(CC(=O)c2ccc(OC)cc2)CC1	-0.6	-1.3	3	-0.2	-2.7	0.4	-0.4	0	3	-0.7	7
COc1ccccc1Oc1c(C)oc2c(CN3CCN(C)CC3)c(O)ccc2c1=O	-0.7	0.0	1	.	-1.9	.	77*	0	-4	-1.1	-3
COc1ccc(N(CC(=O)NCCc2ccc(C)cc2)S(=O)(=O)c2c(C)noc2C)cc1	-0.9	-0.1	-5	-0.4	1.5	0.1	-0.4	-3	0	-0.7	-15
CCN(CC)C(=O)COc1ccc2c3c(c(=O)oc2c1)CCCC3	-1.4	-0.4	-4	-1.5	0.7	0.9	1.7	-2	1	-1.1	1
COc1ccc2nc(NC(=O)CCNC(=O)c3ccccc3Cl)sc2c1	-1.0	0.6	-3	0.1	-2.3	1.2	0.1	-1	1	-1.1	-1
C#CCOCCOCCOCCNc1nc(N2CCN(C(=O)C([C@@H](C)CC)n3cc(C(N)COC(=O)C(F)(F)F)nn3)CC2)nc(N2CCN(C(=O)C([C@@H](C)CC)n3cc(C(N)CC(C)C)nn3)CC2)n1 (some centres not stated)	0.7	0.5	4	.	1.8	.	0.0	0	2	-0.7	-5
Nc1c2c(nc3ccccc13)CCCC2	0.7&-1.8	0.2&-0.7	12&11	1.2&-0.9	0.1&2.3	3.2&0.6	-0.1&0.3	-4&-2	0&-8	-1.4&-0.9	-6&6
CCc1ccc(/C=N/NC(=O)c2nnn(-c3nonc3N)c2CN2CCOCC2)cc1	-2.4	-0.6	3	-0.6	-1.3	1.4	-0.9	-4	2	-1.4	-8
COc1cccc(CNS(=O)(=O)c2cc(Br)cc3c2N(C(C)=O)C(C)C3)c1 (configuration not stated)	-1.5	-0.6	1	1.8	0.8	-2.9	-0.1	0	3	-1.3	0

Full records, quoted from the list. Values in the order: hcDAF-12 act | DAX1 inh-1 | NPR1 activator | DAX1 inh-2 | hgDAF12 agonist | GAA850 FXN act | KLK7 zymogen act | SMARCA2 act | NPR2 activator | ssDAF12 agonist | sPLA2-III inh
CC(=O)N(c1cc(C)ccc1C)c1ccccc1[N+](=O)[O-] across the screens: -1.8 | 0.3 | 1 | -0.7 | -4.0 | -1.1 | -0.5 | -1 | -3 | -0.8 | 13
COC(=O)c1ccc(CSc2nc3c(cnn3-c3ccc(C)c(C)c3)c(=O)[nH]2)o1 across the screens: 3.9 | -0.5 | 19 | 0.6 | 1.1 | 2.4 | 0.2 | -2 | 19 | -0.6 | -8
